RGS8-Gao – human RGS8-Galphao interaction regulation; multiplexed bead flow cytometry, RGS8-Galphao binding; actives lie on both sides; P09471; response (percent of control binding), % at 10 µM; hit rate 0.34% among 220,000; AID 1423; in the data active = response below about 60% or above about 140%; inactive = in between;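 also: Galphao activated as the GDP aluminium fluoride complex binding bead-coupled RGS8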
Target sequence (P09471 whole entry, looked up): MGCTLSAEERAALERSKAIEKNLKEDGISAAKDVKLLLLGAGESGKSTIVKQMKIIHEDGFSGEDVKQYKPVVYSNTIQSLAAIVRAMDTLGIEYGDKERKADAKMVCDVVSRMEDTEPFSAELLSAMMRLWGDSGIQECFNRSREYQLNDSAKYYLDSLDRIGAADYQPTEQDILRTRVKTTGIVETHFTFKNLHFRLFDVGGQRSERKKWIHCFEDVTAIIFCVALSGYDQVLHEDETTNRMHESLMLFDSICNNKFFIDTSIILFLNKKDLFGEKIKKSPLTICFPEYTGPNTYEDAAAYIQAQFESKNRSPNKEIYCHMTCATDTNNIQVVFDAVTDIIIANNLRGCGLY
Bim-Bcl-XL – human Bim-Bcl-XL interaction inhibition | Bim peptide-Bcl-XL binding, bead flow cytometry, fluorescence | inhibition, % at 10 µM | hit rate 0.04% among 190,000 | AID 1007
GSH bead fluor – compound fluoresces at 488/530 nm on GSH beads. GSH beads flow cytometry, compound fluorescence 488/530 nm; stronger effect = higher value. fluorescence (KMESF) at 10 µM. hit rate 0.25% among 190,000; in the data active = fluorescence above about 89;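 also: glutathione beads carrying GST-tagged Bcl family fusion proteins plus one bare bead set; values are compound well signal with DMSO vehicle wells as background; inactives centre near 16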
ABCG2 inh – inhibitors of human ABCG2 transporter, ABCB1 counter-screen; AID 1325; hit rate 0.1% among 190,000; Q9UNQ0; inhibition, % at 6.6 µM; IgMXP3 cells, JC-1 efflux, flow cytometry;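 active = inhibition above 80%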;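 also: 0% = DMSO and 100% = nicardipine control wells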
Target sequence (Q9UNQ0 whole entry, looked up): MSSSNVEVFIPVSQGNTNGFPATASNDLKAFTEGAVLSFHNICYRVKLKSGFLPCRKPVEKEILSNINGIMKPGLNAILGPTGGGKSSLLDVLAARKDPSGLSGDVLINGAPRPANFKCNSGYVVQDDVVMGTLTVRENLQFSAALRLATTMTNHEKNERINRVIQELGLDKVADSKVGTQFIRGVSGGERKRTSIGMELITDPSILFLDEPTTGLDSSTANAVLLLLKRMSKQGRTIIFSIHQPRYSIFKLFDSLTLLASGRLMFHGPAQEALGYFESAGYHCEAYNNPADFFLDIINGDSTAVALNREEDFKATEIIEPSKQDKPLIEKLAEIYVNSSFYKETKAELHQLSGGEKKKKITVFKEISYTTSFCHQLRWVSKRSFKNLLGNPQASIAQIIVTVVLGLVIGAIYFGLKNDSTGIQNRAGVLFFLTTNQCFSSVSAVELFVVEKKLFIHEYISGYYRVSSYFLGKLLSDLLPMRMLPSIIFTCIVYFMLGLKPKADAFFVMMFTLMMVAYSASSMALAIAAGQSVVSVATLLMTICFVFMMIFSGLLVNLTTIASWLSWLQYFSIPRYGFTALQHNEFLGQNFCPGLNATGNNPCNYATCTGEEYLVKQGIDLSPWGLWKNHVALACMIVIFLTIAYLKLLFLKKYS
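Assay system – ABCG2 IgMXP3 and barcoded ABCB1 CCRF-Adr cell mix · Input – 3 million cells/mL in well · Reagent – JC-1 fluorescent substrate · Compound – single test compound dose, 6.6 µM final · Timing – 10 min exposure at 25 °C with rotation, no wash · Detection – flow cytometry of retained JC-1 fluorescence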
Bcl-2 Bim block – disrupts Bim peptide binding to human Bcl-2 | AID 950 | Bead-based flow cytometry, Bim peptide-Bcl-2 binding | P10415 | hit rate 0.06% among 190,000 | inhibition, % at 10 µM; in the data active = inhibition above about 40%; inconclusive = no clear call, values can overlap the other calls;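 also: 0% = no compound wells with probe peptide and 100% = reference peptide inhibitor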
Bim-Bcl-B – disrupts Bim peptide binding to human Bcl-B; Q9HD36; bead-based flow cytometry; inhibition, % at 10 µM; hit rate 0.073% among 190,000; AID 951;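 also: 0% = tracer peptide without compound and 100% = reference inhibitor peptide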
Bim-Bfl-1 – disrupts Bim binding to human Bfl-1; Q16548; hit rate 0.12% among 190,000; Bead-based flow cytometry, Bim-Bfl-1 binding inhibition; inhibition, % at 10 µM;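 also: 0% = wells without compound plus tracer and 100% = blocker peptide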
ABCB1 inh – blocks JC-1 efflux by human ABCB1 transporter; AID 1326; inhibition, % at 6.6 µM; P08183; hit rate 0.067% among 190,000; CCRF-Adr cells, flow cytometry; in the data active = inhibition above about 40%;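 also: 0% = vehicle and 100% = reference inhibitor; higher value means more JC-1 retained so stronger ABCB1 efflux block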
Bcl-W Bim block – inhibitors of Bim-Bcl-W interaction, human; bead-based flow cytometry, Bim peptide-Bcl-W binding; hit rate 0.02% among 190,000; AID 952; inhibition, % at 10 µM;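 also: 0% = bound tracer without compound and 100% = peptide blocker; higher means less fluorescent Bim peptide bound to Bcl-W beads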
RGS7-Gao reg – modulates binding of RGS7 to human Galphao | Multiplexed bead flow cytometry; actives lie on both sides | binding response (% of control), % at 10 µM | P09471 | hit rate 0.35% among 220,000; in the data active = binding response below about 49% or above about 150%; inconclusive = no clear call, values can overlap the other calls; inactive = in between;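 also: fluorescent Galphao held in activated GDP-AlF4 state binding bead-coupled RGS7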
RGS4-Gao reg – human RGS4-Galphao interaction regulation. P09471. AID 1415. binding response (% of control), % at 10 µM. hit rate 0.33% among 220,000. Multiplexed bead flow cytometry, RGS4-Galphao binding; actives lie on both sides; in the data active = binding response below about 49% or above about 150%; inactive = in between;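 also: fluorescent Galphao activated with aluminum fluoride binding bead-coupled RGS4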
* marks the source's active call; other numbers are inactive results; u = inconclusive; & = joins results of further samples; [ ] = another dose, or the depositor's remark. Rule as the data show it, unless noted: active = inhibition above about 40%.

SMILES	RGS8-Gao	Bim-Bcl-XL	GSH bead fluor	ABCG2 inh	Bcl-2 Bim block	Bim-Bcl-B	Bim-Bfl-1	ABCB1 inh	Bcl-W Bim block	RGS7-Gao reg	RGS4-Gao reg
COc1cccc(C2C(C#N)=C(N)Oc3cc(C)oc(=O)c32)c1OC (configuration not stated)	93	-1	14	0	1	1	-1	0.2	1	91	86
O=C(Nc1ccc2c(c1)nc1n2CCN(Cc2ccccc2)C1)c1cccs1	100	3	18	2	1	2	1	0.8	4	99	103
CCCCC(=O)NC(=S)Nc1ccc(NC(=O)C(C)C)c(OC)c1	102	-6	20	8	-5	-4	-7	0.8	-3	102	102
CCCN1C(=O)S/C(=C\c2ccc(N3CCOCC3)cc2C)C1=O	104	-4	30	41	0	0	-4	3.5	2	99	104
COc1ccc(N2CCN(C(=O)CSc3ccccc3N)CC2)cc1	102	-7	11	8	-3	-13	-2	0.3	-2	105	102
OC1(c2ccccc2)CN(c2ccccc2)C2=[N+]1CCS2 (configuration not stated)	129	13	9	1	11	11	17	0.1	14	114	110
CC1Cc2nc(SCC(=O)Nc3nccs3)n(C)c(=O)c2S1 (configuration not stated)	108	-4	25	0	-9	-7	-7	-0.3	-1	107	103
Fc1cc(Br)ccc1Nc1nc2ccccc2n2nnnc12	100	-1	16	5	-4	-3	-6	1.3	-4	101	100
COc1cc(OC)cc(C(=O)NCCSC2CCCCC2)c1	101	0	17	4	0	5	5	0.1	0	u	101
CN1CCN(CCC(=O)Nc2ccc(OCc3ccccc3)cc2)CC1	95	-4	11	1	-2	-4	-3	0.3	0	100	96
CCN(CC)c1ccc(C2C(C(=O)OCCOC)=C(C)NC3=C2C(=O)CC(C)(C)C3)cc1 (configuration not stated)	96	0	13	-1	2	0	5	-0.1	-1	102	102
CN(C)S(=O)(=O)c1cccc(C(=O)Nc2ccc(Cl)cn2)c1	101	-1	11	4	0	0	0	1.5	0	94	101
CCN1C/C(=C\c2cccc([N+](=O)[O-])c2)C(=O)/C(=C/c2cccc([N+](=O)[O-])c2)C1	99	-5	3	8	2	-5	13	0.8	-2	92	95
CCC(=O)NC1CCN(C(=S)NC)CC1	108	0	12	-1	-4	-2	-8	0.0	-4	103	101
COC(=O)Cc1csc(N)n1	104&103	-6&-4	28&18	0&0	-6&-8	-6&-7	-12&-12	0.3&0.2	-3&0	103&103	107&102
CC(C)=CCC/C(C)=C/CCC(C)NCCN1CCNCC1 (configuration not stated)	95	-1	24	8	-2	-4	-6	0.5	0	93	91
CN(C)C(=O)C[n+]1cccc(/C=N/O)c1	142*[activator]	-5	9	-1	0	-3	0	0.1	-3	110	114
COC(=O)/C(=C\Nc1ccccc1)NC(=O)c1ccc(Cl)cc1Cl	99	-4	43	5	-4	-9	-7	1.0	-1	104	102
CCN(CC)CCNC(=O)C(=O)NCC1OCCN1C(=O)c1ccc2c(c1)OCO2 (configuration not stated)	102	-3	9	2	-10	-6	-19	0.3	-3	109	106
Cn1cccc1C(=O)C(=O)Nc1ccc(F)c(F)c1	103	0	14	10	2	-2	-1	1.0	1	100	106
CCC1(C)Cc2ccccc2-c2nc(NCCO)n(-c3ccc(C)cc3)c(=O)c21 (configuration not stated)	97	3	23	10	-1	1	-3	1.5	5	99	97
CCCCC[C@H](O)/C=C/[C@@H]1[C@@H](CCCCCCC(=O)O)[C@@H](O)C[C@H]1O	102	-2	22	2	0	-3	-1	0.0	-2	102	102
CCN(CC)C(=O)Oc1c(Cl)cc(Cl)c2cccnc12	99	-2	27	1	-2	-3	-5	0.6	-1	u	100
O=C(Nc1ccc2c(c1)Cc1ccccc1-2)c1ccncc1	104	-3	11	11	-1	-6	-3	0.1	0	105	104
CCOc1ccc(OCc2ccc(C(=O)N3CCOCC3)cc2)cc1	101	-3	16	0	2	-3	2	0.0	0	104	104

(continued)
SMILES	RGS8-Gao	Bim-Bcl-XL	GSH bead fluor	ABCG2 inh	Bcl-2 Bim block	Bim-Bcl-B	Bim-Bfl-1	ABCB1 inh	Bcl-W Bim block	RGS7-Gao reg	RGS4-Gao reg
COc1ccccc1S(=O)(=O)c1ccccc1[N+](=O)[O-]	101	-2	10	4	-5	0	0	0.4	1	103	101
COc1ccc(/C=C/C(=O)OCC(=O)Nc2cc(C(F)(F)F)ccc2Cl)cc1	102	-9	22	-7	-3	-5	-3	-1.4	-6	105	104
c1cnc(N2CCN(Cc3ccc4c(c3)OCO4)CC2)cn1	106	-2	14	6	0	-5	-7	0.6	-4	u	105
S=C(NC1CCCCC1)NC1CC2CCC(C1)N2Cc1ccccc1 (configuration not stated)	103	-3	10	0	-1	-5	-5	0.0	-2	96	101
CC(C)(C)c1nc2sc3c(c2c(=O)o1)CCCC3	97	-18	45	3	-8	-7	-14	-0.2	1	101	95
COc1ccc(CNC(=S)NCc2ccc(OC)cc2)cc1	103	-4	13	1	-2	-8	-4	0.4	-3	u	103
C=C(C)CNC(=S)N1CCN(C(c2ccccc2)c2ccccc2)CC1	97	-5	19	2	-5	-12	-3	0.4	-4	96	97
COc1cc(C(=O)NC(=S)Nc2ccc([N+](=O)[O-])cc2C)cc(OC)c1OC	102	-5	10	11	-3	-6	0	1.2	-4	102	101
CC(C)N1C(=O)CCC1C(=O)NCc1ccco1 (configuration not stated)	95	-1	15	24	-1	-2	-7	0.2	-3	92	94
O=C(COc1ccccc1Cl)NC(=S)Nc1cccc(NC(=O)c2ccccc2Cl)c1	105	-4	8	10	-1	0	-2	1.7	0	115	106
Cc1cc(NC(=O)C2C3C(=O)N(c4cccnc4)C(C(=O)NC(C)(C)C)C34C=CC2(C)O4)no1 (configuration not stated)	103	-3	10	0	-4	-6	-6	0.2	-3	105	103
Cc1ccc(N(C(=O)Cn2nnc(-c3cccs3)n2)C(C(=O)NC2CCCC2)c2ccncc2)cc1 (configuration not stated)	102	-11	54	4	-3	-3	-11	0.7	4	101	100
Cc1ccc(-n2nc(C)c3c2OC(N)=C(C#N)C3c2ccccc2F)cc1 (configuration not stated)	103	0	28	5	1	0	-3	0.4	0	100	95
Cc1ccc2nc(-c3ccc(SCC(=O)Nc4ccc5c(c4)OCCO5)nc3)[nH]c2c1	101	0	12	-2	-1	0	2	-0.2	0	103	102
Nn1c(SCC(=O)Nc2ccccc2F)nc2ccccc2c1=O	107	-6	29	2	-5	-6	-8	0.2	-1	105	105
Cn1c(=O)c(C(=O)CSc2nncs2)c(N)n(Cc2ccccc2)c1=O	102	0	19	0	-1	0	-1	0.0	-4	101	102
O=c1nc2n(c3ncccc13)CCCCC2	104	1	15	0	0	0	-2	0.0	0	103	101
CCOC(=O)c1ccc(Nc2nnc3nc(C)cc(C)n23)cc1	99	0	19	3	-1	-5	2	0.3	0	100	100
CN(C)/C=C1/NC(=S)NC1=O	112	-4	9	-1	0	-4	4	-0.5	-3	107	105
CCOC(=O)c1[nH]c(C)c(/C(O)=C2\C(=O)C(=O)N(CCN(C)C)C2c2cccc(OC)c2OC)c1C (configuration not stated)	102	-5	10	2	-1	-4	-2	0.6	-3	93	98
Cc1nn(-c2ccc(F)cc2)c(Cl)c1/C=N/NC(=O)c1cccs1	99	-6	14	20	-7	-8	-13	1.7	-6	98	100
OCc1ccnc2c(O)cccc12	95	-1	73	-2	-1	2	2	-0.6	0	89	93
CC(C)CCC(CC(C)O)c1n[nH]c(=S)n1-c1ccccc1 (configuration not stated)	98	-3	14	-6	-5	-4	-14	-1.2	-3	106	104
O=[N+]([O-])c1ccc(N2CCN(CCO)CC2)cc1NCc1ccco1	105	-4	9	31	-1	-6	0	2.1	-3	108	104
CC(C)NC(=O)Cn1nc(C(F)(F)F)c2c1CCC2	106	-5	12	-2	-2	-6	-2	-0.2	-6	100	102

Going on with the list.
SMILES	RGS8-Gao	Bim-Bcl-XL	GSH bead fluor	ABCG2 inh	Bcl-2 Bim block	Bim-Bcl-B	Bim-Bfl-1	ABCB1 inh	Bcl-W Bim block	RGS7-Gao reg	RGS4-Gao reg
CCCCn1c(=N)n(CC(=O)C(C)(C)C)c2ccccc21	102	-4	8	4	-5	-3	-3	0.8	-4	105	110
CCN(Cc1ccccc1)c1ccc(/C=C(\C#N)c2ccccn2)cc1	102	-4	12	2	-8	-6	-5	0.9	0	96	101
O=C(C1CCN(Cc2ccc(Cl)cc2)CC1)N1CCN(C(c2ccccc2)c2ccccc2)CC1	100	-8	15	20	-5	-8	-7	2.9	-5	101	100
Cc1ccc(NC(=O)NNc2cccc(Cl)n2)cc1	101	0	25	0	-1	-5	-10	-0.1	1	100	103
C=CCn1c(COc2ccc(F)cc2)nnc1SCC(=O)Nc1cccc(S(N)(=O)=O)c1	100	-2	11	3	-1	-4	-2	0.7	-2	100	98
Cc1ccc(-c2noc(CSc3nc(N)cc(N)n3)n2)cc1	102	-10	31	11	-8	-9	-8	0.8	-7	101	104
CCOc1cc(NC(=S)NCCCN2CCOCC2)c(OCC)cc1NC(=O)C1CCCCC1	104	-4	9	2	0	-4	-3	0.9	0	99	102
CC(C)(C)CC(C)(C)c1ccc(O)c(CN2CCN(CCC#N)CC2)c1	106	-4	31	3	-11	-10	-13	0.5	-7	103	109
Cn1nc([N+](=O)[O-])nc1Sc1ccc(Cl)cc1	95	-12	20	1	-9	-10	-9	-0.1	-6	101	100
O=C(NN=C1CCCC1)NC1CCCCC1	92	-9	13	-1	-4	-3	0	-0.2	-6	104	99
CCOC(=O)c1c(C#N)c(SCC(=O)Nc2ccc(OC)cc2)nc2c1CN(CC)CC2	103	-1	21	2	-1	-1	3	0.9	-1	97	99
COc1ccc(Oc2ncc(CN3CCN(c4ccccc4)CC3)s2)cc1	99	-8	31	0	-11	-6	-10	0.1	0	100	97
CN1CCN(/N=C/c2nc(-c3ccccc3Cl)n3ccccc23)CC1	102	-8	15	5	-4	-9	-5	4.0	-4	100	99
O=C(COc1ccccc1)NCCc1nc2ccccc2[nH]1	100	7	86	8	-8	-6	-10	1.2	0	102	106
CCCc1ccc(-c2cc(N)n[nH]2)cc1	98	0	16	1	-5	0	-2	0.4	0	99	100
CCOC(=O)c1cc2c(ccn2C)n1Cc1ccccc1Cl	94	-1	18	9	0	-4	-3	0.1	0	96	88
Cc1ccc(S(=O)(=O)N2CCC(C(=O)NCc3ccncc3)CC2)cc1	99	-10	6	1	-5	-4	-9	0.3	-3	96	98
O=C(CCc1nc2ccccc2[nH]1)NCc1ccc2c(c1)OCO2	102	-4	14	1	0	-4	0	-0.1	-3	101	99
COc1ccc(/C=C2\SC(=S)N(CCCC(=O)Nc3ccccn3)C2=O)cc1OC	92	8	9	-16	10	-1	3	-1.0	7	95	98
O=C(COC(=O)c1cccc(F)c1)NC1CC1	98	0	10	1	-1	-1	-6	-0.1	-1	97	103
Cc1cc2cc(CN(Cc3ccco3)S(=O)(=O)c3c(C)ccc4nsnc34)c(=O)[nH]c2cc1C	100	-2	16	0	-3	0	3	0.4	-2	100	98
COc1cc(/C=N/NC(=S)NCCN2CCOCC2)cc(OC)c1O	101	-6	9	6	0	-14	0	0.4	-5	100	101
